# High-throughput results deposited in PubChem by several laboratories.
# PABP1 MLLE inh: blocks PAM2 peptide binding to the PABP1 MLLE domain; inhibition, % at 20 µM; P11940; AID 588489; GST-MLLE / FITC-PAM2 fluorescence polarization; hit rate 0.36% among 360,000; in the data active = inhibition above about 35%, passing the limit was not always enough;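 also: plate controls were DMSO wells with GST-MLLE for no effect and wells lacking GST-MLLE protein for full effect; some results filed as inactive read as strong as hits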
# MsrA act: activates bovine MsrA enzyme; purified bovine MsrA, absorbance read-out; activation, % at 10.6 µM; hit rate 0.3% among 360,000; in the data active = activation above about 7.5%;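 also: 0% = vehicle and 100% = reference activator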
# Rpn11 block: Rpn11 (human) deubiquitinase inhibition | O00487 | human 26S proteasome, Ub4-pepOG fluorescence polarization; 20S core pre-blocked with epoxomicin | calls only at 20 µM | hit rate 0.59% among 360,000 | AID 588493;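 active = inhibition at 20 µM, scaled to each plate's controls, above about 33%, limit read from the data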
# MT1-MMP act inh: inhibitors of human MT1-MMP activation. HT1080 RFP-PRO-GFP cells, GFP/RFP ratio fluorescence, overnight; percent of plate control window, DMSO zero. GFP/RFP ratio change, % at 20 µM. hit rate 0.061% among 360,000. AID 651647;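 active = GFP/RFP ratio change of at least 30% with cell ATP level not reduced by more than half and red fluorescence within 50% of control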; also: strong numbers were not always called active
#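 Assay system: HT1080 RFP-PRO-GFP cells. Benchmarks: DMSO vehicle wells and RFP-L50D-GFP reporter cell wells. Times: overnight cell settling, then overnight compound exposure, 37 °C, 5% CO2. Compound: 20 µM single dose, 1% DMSO. Read-out basis: GFP/RFP fluorescence ratio.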
# FAS-TE inh: inhibitors of human fatty acid synthase thioesterase domain. P49327. recombinant FAS-TE, OMFH fluorogenic substrate, fluorescence endpoint. inhibition, % at 15 µM. hit rate 0.67% among 360,000. AID 602261;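 active = compounds whose normalised, plate-corrected inhibition of enzyme fluorescence in the single-dose primary screen is 50% or more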;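 also: 0% = DMSO with enzyme and 100% = substrate without enzyme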
# MsrA inh: bovine MsrA inhibition; purified bovine MsrA, absorbance read-out; inhibition, % at 15.5 µM; hit rate 0.75% among 360,000; in the data active = inhibition above about 4.5%;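 also: 0% = vehicle wells with enzyme and 100% = reference inhibitor wells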
# Rin1-Abl PPI inh: inhibitors of human Rin1-Abl protein interaction | TR-FRET Rin1/Abl binding, biochemical | inhibition, % at 7.35 µM | hit rate 0.4% among 360,000 | AID 588664; in the data active = inhibition above about 5%, passing the limit was not always enough
# CSN inh: CSN deneddylation inhibition | inhibition, % at 12.5 µM | Purified CSN, SCF-Nedd8-OG deneddylation, fluorescence polarization | hit rate 0.38% among 360,000;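 active = pattern-corrected inhibition above about 35%, with an unprinted fluorescence ratio check between 0.5 and 1.5, limit read from the data, passing the limit was not always enough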;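 also: 0% = enzyme with substrate and 100% = substrate without enzyme; some results filed as inactive read as strong as hits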
#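 Assay system: Purified human Csn5 enzyme expressed in HEK293T cells | Amount: Enzyme 0.24 nM | Measured by: Fluorescence polarization readout | Medium: Tris/NaCl/DTT buffer, pH 7.5 | Compound dosing: One concentration, 12.5 µM, 0.25% DMSO | Times: 90 min incubation of compound, enzyme and substrate at room temperature | Control set: no-enzyme wells high, enzyme-with-substrate wells low | Read-out: % inhibition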
# E coli Lon inh: inhibitors of E. coli Lon protease | P0A9M0 | purified E. coli Lon protease, fluorescence polarization | inhibition, % at 7.94 µM | hit rate 0.42% among 360,000 | AID 602123; in the data active = inhibition above about 13%, passing the limit was not always enough;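 also: 0% = enzyme with probe and DMSO and 100% = no enzyme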
# * hit, by the source's call; i = inactive; / = no result given; + = active, no number.
SMILES,PABP1 MLLE inh,MsrA act,Rpn11 block,MT1-MMP act inh,FAS-TE inh,MsrA inh,Rin1-Abl PPI inh,CSN inh,E coli Lon inh
COc1ccccc1NC(=O)CCCCCN1C(=O)c2cccc3cccc(c23)C1=O,-8.9,-0.5,i,8.3,15.4,0.2,1.1,1.2,0.4
Cc1cn(CC(=O)NCCN2CCOCC2)c(=O)[nH]c1=O,-8.2,3.1,i,4.7,-11.9,0.0,0.0,3.1,-2.7
Cc1ccc2nsnc2c1N,7.3,-1.5,i,-1.2,-4.1,-0.2,-5.1,0.1,-0.1
O=C1NC[C@H](CC2CCCCC2)N(CCc2cccc3ccccc23)C1=O,/,-4.5,/,12.0,7.2,-0.8,/,59.7*,-4.9
COc1ccccc1OCc1cc(C(=O)NCc2ccc(N3CCCC3=O)cc2)no1,-0.8,-8.9,i,0.9,-6.8,1.6,-3.0,-1.8,-0.8
O=C(NCCCN1CCCC1=O)c1ccc(NS(=O)(=O)c2cccc([N+](=O)[O-])c2)cc1,-2.9,-9.0,i,-1.4,-4.0,0.3,-3.6,0.7,-4.3
CC(=O)Nc1cc(NC(C)=O)cc(C(=O)OCC(=O)c2ccc3c(c2)OCO3)c1,-30.0,-1.3,i,-5.6,-5.1,1.1,-2.6,3.2,-13.7
COc1ccc(NC(=O)c2ccccc2-c2ccc(C(F)(F)F)cc2)cc1S(=O)(=O)N1CCOCC1,2.0,-4.4,i,4.4,11.4,-1.1,-2.4,-5.2,-5.7
CCCCCCCC(=O)Nc1ccc(C(=O)N/N=C/c2cccc([N+](=O)[O-])c2)cc1,4.3,-0.3,+,2.2,2.2,-1.9,-2.0,3.9,2.9
C/[N+]([O-])=C\c1coc2ccccc2c1=O,-1.2,-9.1,i,1.2,-4.0,-0.9,1.3,1.8,-12.3
COc1cccc(OCCn2cc(C(C)=O)c3ccccc32)c1,-60.2,-0.3,i,5.1,13.7,0.9,0.1,7.1,-2.3
c1cncc(-c2nc(-c3cccs3)cs2)c1,14.0,-2.3,i,-0.2,-4.8,1.1,1.1,-4.0,5.7
COc1ccc(CN(C)Cc2cc(=O)oc3cc(C)c(C(C)C)cc23)cc1OC,-12.5,-0.2,i,-3.3,21.9,0.3,-3.5,3.6,-3.6
CN(C(=O)CCN1C(=O)/C(=C/c2ccccc2F)SC1=S)C1CCS(=O)(=O)C1 (configuration not stated),47.2*,-3.0,i,-2.6,-2.9,0.0,-2.9,0.2,8.6
Cc1nc(-c2ccncc2)nc(NCCNc2ncccc2C(F)(F)F)c1Cl,-0.9,-2.5,i,-11.7,10.6,1.7,-2.4,-1.1,-1.5
CCN(CC)/C(=N/O)NC(=O)NS(=O)(=O)c1ccc(C)cc1,-12.2,-9.2,i,-7.8,-12.1,-0.2,-2.9,-5.0,-12.3
O=[N+]([O-])c1ccc(Cl)c(/C=N/N2CCN(c3ccccc3)CC2)c1,17.4,-2.2,i,6.9,29.8,-0.1,-1.0,11.9,-3.5
Cc1ccc(CNC(=O)Nc2nnc([C@H]3C[C@H](O)[C@@H](CO)O3)s2)cc1,0.6,-3.5,i,-1.9,-4.6,-0.9,3.7,3.6,3.2
CC(C)C(=O)c1ccc(O)c(O)c1,3.5,-5.8,i,-1.9,-7.2,1.5,-3.6,0.2,1.0
O=C(Cn1cc(C(=O)C(F)(F)F)c2ccccc21)N1CCOCC1,0.5,-7.1,i,1.6,-7.4,0.4,5.2,-2.1,0.3
CC(=O)c1ccc(N=Nc2ccc(C)cc2)cc1,6.8,1.9,i,2.5,8.6,0.0,-0.5,-9.1,-0.6
CC1(C)CCC(=O)C=C1Nc1ccc(F)c(Cl)c1,11.3,-2.7,i,-0.1,-1.1,1.4,-0.9,-1.1,-6.6
O=C(Oc1ccc(-c2cnc3ccccc3n2)cc1)c1ccco1,-14.0,-2.1,i,0.5,6.5,0.4,-5.1,0.1,2.7
O=C(CSc1cn(CC(=O)N2CCOCC2)c2ccccc12)N1CCOCC1,12.5,-0.4,i,-0.3,-4.9,0.3,0.4,-1.1,-4.7
Cc1cc(C)nc(N/N=C/c2cc(C)n(CC(F)(F)F)c2C)n1,-27.9,-2.9,i,-1.7,-1.4,4.6*,1.8,1.1,2.4

# Other results.
SMILES,PABP1 MLLE inh,MsrA act,Rpn11 block,MT1-MMP act inh,FAS-TE inh,MsrA inh,Rin1-Abl PPI inh,CSN inh,E coli Lon inh
O=c1[nH]c(C2CCCN(S(=O)(=O)c3ccc(F)cc3)C2)nc2c1nnn2Cc1ccc(F)cc1 (configuration not stated),14.2,-2.1,i,1.9,14.9,0.1,2.2,1.2,-4.5
CN1CCN(S(=O)(=O)c2ccc(Oc3ccc(F)cc3Br)nc2)CC1,2.5,-4.5,i,4.3,-3.9,-1.3,-0.6,1.3,1.6
Cc1c(NC(=O)c2cnn3c2NC(c2ccco2)CC3C(F)(F)F)c(=O)n(-c2ccccc2)n1C (configuration not stated),6.1,-8.7,i,11.3,-0.7,-1.1,-0.5,0.6,-11.5
O=[n+]1c2c(n([O-])c3c1CCCC3)CCCC2,7.4,-0.3,i,-0.5,-2.7,-0.5,-0.7,1.4,-4.9
CCOC(=O)c1cnc2cc(-c3ccc(Cl)cc3)nn2c1N,-7.3,-1.7,i,-5.1,-3.5,-0.6,-1.5,0.7,2.5
Cc1cc(N2CCCC2)ccc1/C=C1\NC(=S)N(C)C1=O,89.1,-2.5,/,-93.0,-5.2,0.9,-8.4,141.5,-336.4
N=c1c2c(-c3ccccc3)c(-c3ccccc3)n(Cc3ccco3)c2ncn1CCCN1CCOCC1,18.8,-0.5,i,7.6,3.8,-0.5,-2.4,7.4,14.4*
O=C(COC(=O)CN1C(=O)NC2(CCCC2)C1=O)Nc1ccccc1C(F)(F)F,4.8,-0.2,i,-0.1,-7.1,-1.1,0.7,4.8,-13.4
NNC(=O)COc1ccc(-c2nccc(-c3ccc(F)cc3)n2)cc1,-1.3,-6.4,i,4.6,-9.4,0.3,3.1,1.6,-2.8
Oc1ccc(-c2csc(Nc3ccc4c(c3)OCO4)n2)c(O)c1,-57.6,-2.0,i,3.0,17.6,1.6,6.3,-1.7,-1.0
O=C1CCC(=O)N1CNc1ccccn1,1.2,-12.2,i,4.3,-6.5,0.2,3.7,-0.9,-7.1
CC(C)(C)NC(=O)C1(C)CCC(=O)N1CC(F)(F)F (configuration not stated),-0.4,-6.8,i,-5.5,-10.6,0.5,1.4,-1.9,-5.7
O=C(COC(=O)C1CC(=O)N(c2ccc3c(c2)OCCO3)C1)NC1CCCc2ccccc21 (configuration not stated),-1.6,-1.5,i,1.2,19.5,-1.1,-1.7,-4.3,-3.6
Cc1ccc(OC(=O)CCC(=O)Nc2ccc(S(=O)(=O)Nc3cc(C)on3)cc2)cc1,-18.6,-3.1,i,-4.2,-3.2,1.8,2.2,-3.8,-0.2
Cn1ccnc1C(O)c1ccco1 (configuration not stated),13.0,-1.9,i,-6.3,-5.6,1.2,-3.1,-2.6,-2.1
Cc1nn(-c2ccccc2)c(C)c1/C=C/C(=O)OCC(=O)Nc1ccc(S(N)(=O)=O)cc1,17.1,-7.5,i,-3.4,-4.1,1.1,-0.8,7.0,-3.6
S=C(Nc1cccnc1)Nc1ccccc1Br,17.6,-9.9,i,8.2,0.3,-0.3,-0.6,-3.9,13.1
Cc1ccc(OCC(=O)Nc2cccc(S(=O)(=O)N3CCCCCC3)c2)cc1C,-13.3,-4.6,i,5.9,23.5,1.3,-0.2,0.4,14.5
Cc1ccc(S(=O)(=O)Nc2nc3ccccc3nc2NCc2ccc3c(c2)OCO3)cc1C,-10.6,-2.7,i,0.9,35.7,-2.0,-1.2,1.7,0.3
Cc1nc2ccccn2c1-c1csc(NCc2ccco2)n1,-6.2,0.4,+,11.2,-5.9,1.4,-3.4,-1.0,-5.5
COc1cccc(CNc2nc3cc(-c4ccc(OC)c(OC)c4)sc3c(=O)n2C)c1,-1.7,-1.7,i,-1.6,7.4,0.9,-2.5,4.5,6.3
CN1CCN(C(=O)C2CC(=O)N(c3ccc(Cl)cc3)C2)CC1 (configuration not stated),-1.3,-0.4,i,2.9,-4.8,1.5,2.0,4.1,-12.2
COc1cccc(-n2c(=S)sc3c(=O)n(-c4ccccc4C)c(SCC(=O)O)nc32)c1,-10.4,-7.8,i,2.3,-3.1,2.5,-2.5,2.4,-2.6
COc1cccc(CN(CC2CCCO2)S(=O)(=O)c2ccc(-n3cnnn3)c(OC)c2)c1 (configuration not stated),0.9,-0.8,i,-2.9,12.0,0.2,2.0,0.9,-0.6
O=C(NCCNC(=O)c1ccccc1F)c1ccccn1,7.9,2.2,i,0.9,-3.0,0.3,2.2,0.1,10.3

# 2 records drawn at random from the list so far:
SMILES,PABP1 MLLE inh,MsrA act,Rpn11 block,MT1-MMP act inh,FAS-TE inh,MsrA inh,Rin1-Abl PPI inh,CSN inh,E coli Lon inh
CN1CCN(C(=O)C2CC(=O)N(c3ccc(Cl)cc3)C2)CC1 (configuration not stated),-1.3,-0.4,i,2.9,-4.8,1.5,2.0,4.1,-12.2
COc1cccc(CN(CC2CCCO2)S(=O)(=O)c2ccc(-n3cnnn3)c(OC)c2)c1 (configuration not stated),0.9,-0.8,i,-2.9,12.0,0.2,2.0,0.9,-0.6

# The listing continues.
SMILES,PABP1 MLLE inh,MsrA act,Rpn11 block,MT1-MMP act inh,FAS-TE inh,MsrA inh,Rin1-Abl PPI inh,CSN inh,E coli Lon inh
CCCCCCn1c(CN2CCCCC2CC)nc2c1c(=O)n(C)c(=O)n2C (configuration not stated),-3.9,-4.8,i,-2.5,16.9,0.0,-4.8,0.2,-0.2
O=C(COC(=O)C1CC(=O)N(Cc2ccco2)C1)c1ccc(OC(=O)c2ccco2)cc1 (configuration not stated),-5.7,-3.9,i,-4.3,5.3,-0.5,0.2,25.5,-6.3
N#CCCn1c(SCC(=O)NCCc2ccc(F)cc2)nc2ccccc21,-2.4,-3.5,i,-1.3,-3.7,1.1,0.9,-6.0,-5.7
CN(C)S(=O)(=O)c1cccc(COC(=O)CCNC(=O)c2ccc([N+](=O)[O-])cc2)c1,-12.2,-2.0,i,2.0,6.5,-0.1,4.9,-6.3,-9.6
COCCCN1C(=O)C(CC(=O)NCc2cccs2)CC(C(=O)N2CCOCC2)=C1C (configuration not stated),-7.8,-2.5,i,0.9,-5.4,-0.6,-1.4,0.0,9.5
CCOC(=O)c1cnc(SCC)[nH]c1=O,-3.5,-2.3,i,-3.4,-4.5,0.7,-0.8,-0.1,-5.7
c1ccc(-c2ccc(OCCCNC3CCCC3)cc2)cc1,1.2,-4.2,i,-2.8,-7.2,-0.5,-0.9,-8.3,0.1
O=C(CN1CCC(C(=O)c2ccc3c(c2)OCCO3)CC1)Nc1ccccc1C(F)(F)F,-3.8,0.5,i,1.4,18.0,-1.9,3.5,1.2,-3.7
CNS(=O)(=O)c1cccc(C(=O)NNC(=O)CN(C)S(=O)(=O)c2ccc(Cl)cc2)c1,-3.4,-1.8,i,/,-7.5,-0.3,-0.6,-3.5,-1.7
COc1ccc(N(CC(=O)N2CCN(c3ccccc3)CC2)S(=O)(=O)c2ccccc2)cc1,-23.3,1.0,i,-0.8,14.7,0.1,-2.0,1.0,-3.2
COc1ccc(C=C(C#N)C#N)c(CSc2ccccn2)c1,7.4,-3.3,i,-2.0,5.7,1.2,-3.7,3.1,-12.7
COc1cc(/C=C/C(=O)N2CCCC2)cc(OC)c1OC,4.2,-1.1,i,5.1,-13.3,0.7,-5.8,-4.2,1.6
CC(C)Oc1ccc(C(=O)Nc2cc(=O)n(C)c(=O)n2C)cc1,-1.8,-0.8,i,2.6,-5.5,0.8,-0.9,-1.8,-14.5
